Screens deposited in PubChem by National Center for Advancing Translational Sciences (NCATS).
NPC1 prom act = qHTS Assay for NPC1 Promoter Activators; Huh7 NPC1 promoter luciferase reporter, 24 h; Potency, µM (series often up to 9.22 µM), for inactives: top-dose activation, most hits filed as activators; 320,000 compounds, 2.4% hits; AID 485313, 2010;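 further: % of control where 0% means no effect; nearly all actives have a fitted effect of over 60% in size; reporter is driven by a mutant NPC1 promoter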
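Quantitative HTS used a cell-based reporter: Huh7 cells stably bearing the NPC1 promoter upstream of luciferase were treated with compounds for 24 h, and promoter activation was read as luminescence.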
RORgamma inh = qHTS for inhibitors of ROR gamma transcriptional activity; Drosophila S2 Gal4-RORgamma UAS-luciferase reporter, 20 h; Potency, µM (series often up to 53.6 µM), for the others: at the highest dose activity change, negative = inhibition, usual class: inhibitors; 310,000 compounds, 5.4% hits; further: on the % scale 0 is the no-effect control and ±100 the full control effect; nearly all actives have a fitted effect of over 60% in size
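Luminescence from a UAS-regulated Photinus luciferase reporter in stably transfected Drosophila Schneider cells is measured; decreased signal marks ROR gamma inhibition. Fusion expression is induced by 700 uM copper sulfate for 20 hr.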
ELG1 genotoxic = qHTS screen for small molecules that induce genotoxicity in human embryonic kidney (HEK293T) cells expressing luciferase-tagged ELG1; HEK293T ELG1-luciferase reporter, luminescence, 16 h; Potency, µM (titrated, usually from 46 µM), for inactives: at the highest dose activity change, positive = activation, usual class: activators; 330,000 compounds, 1.3% hits; AID 504466, 2011; further: % of control where 0% means no effect; nearly all actives have a fitted effect of over 60% in size
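Step 1: seed 2,000 HEK293T ELG1-luciferase cells per well. Step 2: add compound or DMSO, incubate 16 hr at 37 °C. Step 3: ONE-Glo, 30 min at room temperature, read luminescence.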
Gal4-VP16 FLuc = VP16 counterscreen qHTS for inhibitors of ROR gamma transcriptional activity | Drosophila S2 Gal4-VP16 UAS-luciferase, luminescence, 20 h | Potency, µM (highest dose often 53.6 µM), for inactives: at the top dose activity, negative = inhibition, hits mostly inhibitors | 310,000 compounds, 3.5% hits;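 further: Gal4-VP16 expression switched on by copper sulfate through the metallothionein promoter; on the % scale 0 is the no-effect control and ±100 the full control effect; nearly all actives have a fitted effect of over 50% in size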
FLuc modulator = qHTS profiling assay for firefly luciferase inhibitor/activator using purifed enzyme and Km concentrations of substrates (counterscreen for miR-21 project); Luciferin 4-monooxygenase (Photinus pyralis), P08659; purified FLuc, Km substrates, luminescence inhibition; Potency, µM (top dose mostly 57.5 µM), for inactives: at the highest dose activity change, negative = inhibition, actives largely listed as inhibitors; 360,000 compounds, 6.9% hits; AID 588342, 2011;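 further: plate controls were vehicle for no effect and reference inhibitor for full effect; nearly all actives have a fitted effect of over 55% in size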
Target sequence (P08659 whole entry, looked up): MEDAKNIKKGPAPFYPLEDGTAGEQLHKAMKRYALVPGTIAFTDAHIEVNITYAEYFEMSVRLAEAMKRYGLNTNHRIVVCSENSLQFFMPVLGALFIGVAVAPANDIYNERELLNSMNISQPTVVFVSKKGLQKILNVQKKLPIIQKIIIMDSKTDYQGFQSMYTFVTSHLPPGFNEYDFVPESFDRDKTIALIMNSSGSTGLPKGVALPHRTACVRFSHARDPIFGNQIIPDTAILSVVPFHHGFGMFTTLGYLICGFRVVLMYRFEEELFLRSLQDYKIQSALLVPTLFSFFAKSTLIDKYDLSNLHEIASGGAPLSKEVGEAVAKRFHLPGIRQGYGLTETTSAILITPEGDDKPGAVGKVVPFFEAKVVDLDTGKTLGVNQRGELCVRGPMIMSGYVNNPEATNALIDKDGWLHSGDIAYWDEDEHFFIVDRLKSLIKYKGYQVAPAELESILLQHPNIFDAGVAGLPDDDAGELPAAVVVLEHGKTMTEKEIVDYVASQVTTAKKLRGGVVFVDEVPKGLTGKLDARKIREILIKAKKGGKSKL
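Purified P. pyralis luciferase, 10 nM final, with Km-level 10 uM D-luciferin and 10 uM ATP in 50 mM Tris acetate pH 7.5, 10 mM Mg acetate, 0.01% Tween-20, 0.05% BSA; 6-point qHTS titration about 60 µM downward; luminescence read.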
BRCA1 expr up = qHTS Assay to Identify Small Molecule Activators of BRCA1 Expression. MCF7-BRCA1-FFLuc reporter, luminescence, 48 h; response scale: scaled: vehicle 0%, 10 µM genistein 100%. Potency, µM (titrated, usually from 46.1 µM), without a hit: at the top dose activation, usual class: activators. 380,000 compounds, 1.1% hits; further: nearly all actives have a fitted effect of over 80% in size; some results filed as inactive show a strong effect at the top dose
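Quantitative HTS in MCF7 cells stably reporting BRCA1 expression via firefly luciferase. Compound treatment lasts 48 h at 37 °C in phenol-red free MEM. Activation is expressed relative to genistein at 10 microM and DMSO.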
uPA generation = qHTS for Inhibitors of Cell Surface uPA Generation; cell surface uPA generation assay, qHTS; Potency, µM (top dose mostly 38.3 µM), inactives show top-dose activity change, negative = inhibition, usual class: inhibitors; 330,000 compounds, 0.31% hits; AID 540303, 2011; active means well fitted inhibition curve with a large enough effect; inconclusive means small, poorly fitted or top-dose-only effect; inactive means no such curve, though single readings can be large or run the other way; tested in mouse RAW 264.7 cells; further: on the % scale 0 is the no-effect control and ±100 the full control effect; nearly all actives have a fitted effect of over 55% in size
p53 reactivator = qHTS assay for re-activators of p53 using a Luc reporter; AID 504706, 2011; H1299 p53-A138V BP100-luciferase reporter, luminescence, 24 h; 320,000 compounds, 0.063% hits; Potency, µM (top dose mostly 92.2 µM), inactives show top-dose activity change, positive = activation, usual class: activators; further: % of control where 0% means no effect; nearly all actives have a fitted effect of over 45% in size
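p53-null H1299 cells stably carrying temperature-sensitive p53-A138V and a BP100-luciferase reporter were pinned with compounds (4-point, 1:5 series) and held 24 hrs at 37 deg C. Luminescence was read 10 min after detection reagent.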
Rab9 promoter act = qHTS Assay for Rab9 Promoter Activators; Potency, µM (top dose mostly 9.22 µM), for inactives: at the highest dose activation, negative = inhibition, actives largely listed as activators; 320,000 compounds, 2.8% hits; Huh7 Rab9 promoter-luciferase reporter, luminescence, 24 h; further: % of control where 0% means no effect; nearly all actives have a fitted effect of over 60% in size
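Rab9 promoter-driven luciferase in stably transfected Huh7 cells; 1500 cells/well rested 2 h, exposed to compound in DMSO for 24 h at 37 °C, 5% CO2. Luminescence read 10 min after adding luciferase reagent at ambient temperature.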
MBNL1-CUG inh = qHTS Assay for Inhibitors of MBNL1-poly(CUG) RNA binding; TR-FRET MBNL1-His/biotin-(CUG)12 binding, 665/545 ratio; 280,000 compounds, 0.036% hits; Muscleblind-like protein 1 (Homo sapiens), Q9NR56; AID 2675, 2010; Potency, µM (titrated, usually from 57.5 µM), without a hit: at the top dose activity change, negative = inhibition, usual class: inhibitors; active means well fitted inhibition curve with a large enough effect in the signal ratio, with a control signal flat, not every such curve was filed as active; inconclusive means small, poorly fitted or top-dose-only effect, or effect the other way, or a change in a side signal; inactive means no such curve, though single readings can be large or run the other way; the % refers to the signal ratio; further: on the % scale 0 is the no-effect control and ±100 the full control effect
Target sequence (Q9NR56 whole entry, looked up): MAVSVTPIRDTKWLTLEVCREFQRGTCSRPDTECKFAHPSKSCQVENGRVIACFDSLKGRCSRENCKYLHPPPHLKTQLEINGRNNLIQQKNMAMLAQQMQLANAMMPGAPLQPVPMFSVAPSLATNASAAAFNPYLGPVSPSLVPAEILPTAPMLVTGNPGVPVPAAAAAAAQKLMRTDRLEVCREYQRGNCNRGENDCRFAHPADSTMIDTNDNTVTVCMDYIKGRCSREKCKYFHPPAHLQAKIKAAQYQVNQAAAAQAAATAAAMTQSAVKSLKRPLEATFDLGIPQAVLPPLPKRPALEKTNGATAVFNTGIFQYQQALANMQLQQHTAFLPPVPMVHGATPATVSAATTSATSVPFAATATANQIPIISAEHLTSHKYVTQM
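Compound titration spanned 92 nM–58 uM against the MBNL1-His/biotin-(CUG)12 complex. After 60 min at room temperature with 5 nM streptavidin-XL665 and 0.055 ng/ul terbium anti-His, ratiometric 665/545 nm emission (Ex 340 nm) normalized to controls.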
The depositor's hits bear a star; ? = inconclusive; nt = not tested or not shown; & = joins results of further samples; [ ] = remark or other dose. Unless noted, the call rests on the fitted dose curve; in most records, active means well fitted curve in the direction sought with a large enough effect; inconclusive means small, poorly fitted or top-dose-only effect, or another doubt; inactive means no such curve, though single readings can be large; an effect the other way counts as inactive or inconclusive. Potency means the concentration at half of the fitted maximal effect.

SMILES	NPC1 prom act	RORgamma inh	ELG1 genotoxic	Gal4-VP16 FLuc	FLuc modulator	BRCA1 expr up	uPA generation	p53 reactivator	Rab9 promoter act	MBNL1-CUG inh
Clc1ccc(C2=C3CCCCn4c(-c5ccccc5)c[n+](c43)C2)cc1	-3%	30%	-14%	-13%	-1%	-86%	1%	0%	-1%	-2%
O=C(Oc1c(Cl)cc(Cl)c2cccnc12)N1CCOCC1	0%	-38%	0%	16%	3%	-19%	3%	-3%	5%	14%
CS(=O)(=O)N(CC(=O)NCc1ccco1)c1ccc(Cl)cc1Cl	1%	?	0%	1%	-1%	-6%	-5%	3%	16%	-4%
Cc1cc(C)c[n+](-c2nc3ccccc3nc2[N-]S(=O)(=O)c2cccs2)c1	0%	13%	2%	0%	5%	-19%	0%	-1%	-6%	37%[activator]
CCS(=O)(=O)NCCc1cc2c(OC)ccc(OC)c2[nH]c1=O	0%	?	3%	-1%	-3%	1%	0%	-2%	0%	4%
COCCNc1nc(SC)nc2sc3c(c12)CCN(C)C3	-4%	5%	-3%	-2%	-2%	-3%	7%	-2%	-14%	4%
CN(C)c1ccc(-c2ccccc2)nn1	1.6µM*	-27%	8.2µM*	-14%	11µM*	0%	-3%	?	1.6µM*	17%
Cc1ccc2cc(CCNC(=O)c3ccc4c(c3)OCO4)c(=O)[nH]c2c1C	0%	?	-12%	0%	2%	-13%	10%	-2%	-5%	-6%
CC(C)(C)c1ccc(C(=O)NCc2ccc(Cl)cc2)cc1	24%	?	-1%	?	-3%	60%	-12%	2%	18%	-20%
O=C(Nc1nnc(-c2cccs2)o1)c1cc(-c2ccccc2)nc2ccccc12	-3%	1.4µM*	-8%	2.5µM*	19µM*	-57%	?	?	-2%	11%
O=C(Cc1cccs1)Nc1cc(S(=O)(=O)N2CCCCC2)ccc1Cl	-8%	nt	-2%	nt	3%	-12%	5%	2%	2%	nt
O=[N+]([O-])c1c(NCCO)cc(N2CCCCCC2)c2nonc12	1%	?	1%	1%	-2%	11%	-5%	nt	6%	?
COc1ccc2c(c1)-c1nc(/N=C/c3ccc(O)c(OC)c3)sc1CC2	1%	19%	3%	27%	-19%	-32%	-5%	-2%	7%	nt
CCOC(=O)N1CCC(NS(=O)(=O)c2ccc3c(c2)OCC(=O)N3)CC1	-4%	6%	0%	0%	0%	2%	2%	4%	-4%	7%
COc1ccc(NC(=O)C2CCCN(S(=O)(=O)c3c(C)n[nH]c3C)C2)cc1OC (stereo not given)	-1%	?	-1%	-16%	-1%&-4%	-12%&-8%	8%	0%	23%	-8%
CCOc1ccc2c(C)c(C(=O)O)oc2c1OCC	4%	38%	-3%	0%[0.365 µM]	6%	4%	-2%	6%	-1%	2%
C/C(=N\NC(=O)Cc1cccn1C)c1ccc2ccccc2c1	16%	8%	?	7%	?	77%	2%	7%	23%	17%
COc1cccc(-c2nc(CS(=O)(=O)CC(=O)N3CCN(C)CC3)c(C)o2)c1	-5%	-30%	-1%	1%	0%	-4%	-1%	2%	-3%	12%
COc1ccc(OCCN2C(=O)c3ccccc3C2=O)cc1	18%	23%	13%	16%	?	-26%	0%	?	?	nt
COC(=O)c1ccc(CO/N=C/c2cccc([N+](=O)[O-])c2)cc1	-1%	12%	-2%	-10%	-1%	-3%	7%	0%	0%	4%
Cc1ccc(C(=O)NCc2nnc(SCC(=O)Nc3ccccc3)n2C)cc1	0%	7%	-2%	-5%	21µM*	-2%	-6%	4%	-2%	-10%
O=C(NCCO)c1cc2ccccc2c(=O)s1	2%	-3%	-6%	-3%	-8%	-1%	-1%	8%	9%	?
CN(c1ccc(C(=O)Nc2cccc([N+](=O)[O-])c2)cc1)S(C)(=O)=O	1%	39%	-13%	6%	?	4%	-3%	2%	-4%	?
COc1cccc(C(=O)NC2CCN(CC(=O)NCc3ccccc3F)CC2)c1	-4%	-1%	0%	-15%	-1%	4%	-7%	-3%	-1%	-2%
CCc1nn(CC(=O)N2CCN(c3ccc(F)cc3)CC2)c(=O)c2cc3occc3n12	-7%	15%	-2%	0%	2%	-15%	3%	3%	-1%	-6%
CC[C@H]1OC(=O)C[C@@H](O)[C@H](C)[C@@H](O[C@@H]2O[C@H](C)C[C@H](N(C)C)[C@H]2O)[C@@H](CC=O)C[C@@H](C)C(=O)C=C[C@]2(C)O[C@H]2[C@@H]1C	0%	-33%	-15%	6%	3%	nt	nt	-12%	5%	4%
O=C(Cn1cc(C(F)(F)F)cc(Cl)c1=O)NCCc1ccc(Cl)cc1Cl	-1%	34%	0%	-9%	-1%	0%	0%	-3%	0%	-11%
Cc1nc(N)sc1C(=O)N/N=C/c1c[nH]c2ccccc12	25%	31%	8.2µM*	1%	19µM*	4%	1%	1%	0%	?
NC(=O)COC(=O)c1ccc(Cl)c(S(=O)(=O)N2CCN(c3ccc(F)cc3)CC2)c1	-6%	?	-6%	?	-1%	-6%	10%	6%	-12%	-4%
Cc1ccc(NS(=O)(=O)c2ccc3c(c2)CCC(=O)N3)cc1C	-5%	28%	1%	-5%	-2%	1%&-23%	3%	-1%	-8%	-13%
O=C(CNS(=O)(=O)c1ccccc1)NCC(=O)N1CCCCC1	4%	nt	1%	nt	-1%	-1%	1%	nt	-2%	2%
Cc1nc(NCCc2ccc(S(N)(=O)=O)cc2)c2c(C)c(C)sc2n1	-9%	10µM*	-21%	10µM*	3%	-53%	-15%	-16%	-20%	2%
O=C(Nc1ccc2ccccc2c1)c1ccc2[nH]c(=O)c(=O)[nH]c2c1	1%	-7%	3%	-1%	?	-29%	3%	-1%	1%	-19%
Cc1nc(SCC(=O)Nc2c(C)n(C)n(-c3ccccc3)c2=O)[nH]c(=O)c1Cc1ccccc1	2%	6%	1%	-1%	6%	14%	0%	-11%	-3%	-6%
COCCCNC(=O)CN(c1ccc(OC)cc1)S(=O)(=O)c1ccc(NC(C)=O)cc1	-1%	4%	-3%	5%	4%	-4%	-2%	0%	1%	-3%
Cc1cccc(C(=O)NC(=S)Nc2ccc(N3CCOCC3)cc2)c1	0%	4µM*	-1%	7.1µM*	?	20%	0%	4%	16%	-2%
CCN1C[C@@H]2[C@@H]3C(=O)N(Cc4ccccc4)C(=O)[C@@H]3[C@](CC)(C1=O)N2C(=O)c1ccc(C(F)(F)F)cc1	nt	nt	1%	nt	nt	0%	8%	2%	nt	nt
COc1ccc(C(=O)Nc2ccc(C(=O)OCC(=O)c3cccc4ccccc34)cc2)cc1	17%	30%	0%	0%	-5%	-7%	1%	3%	15%	-1%
O=C(O)C1C(c2ccccc2)C(C(=O)OCCCO)C1c1ccccc1 (stereo not given)	5%	-18%	3%	4%	1%	4%	nt	-11%	-4%	-3%
COC(=O)[C@@]1(Cc2ccc(F)cc2)[C@H]2c3cc(C(=O)N(C)C)n(CCc4ccc(OC)c(Br)c4)c3C[C@H]2CN1C(=O)c1ccccc1	-3%	?	-6%	0%&12%	1%	-15%	?	-1%	-8%	-5%
CC(C)c1ccc(NC(=O)C2CC(=O)Nc3nc4ccccc4n32)cc1 (stereo not given)	1%	-4%	4%	-10%	0%	16%	6%	-1%	-3%	1%
COc1ccc(-n2nc(C(=O)c3cccs3)cc(-c3nc4ccccc4[nH]3)c2=N)cc1	-6%	3.2µM*	23µM*	3.5µM*	-1%	-76%	-5%	2%	0%	?
O=C(O)C(c1ccccc1)N1C(=O)/C(=C\c2ccc(O)c(O)c2)SC1=S (stereo not given)	-2%	-24%	0%	-23%	?	-3%	1%	-8%	-2%	?
COc1cccc(NC(=S)N/N=C2\CC3CCC2(C)C3(C)C)c1 (stereo not given)	?	0.56µM*	6%	5µM*	?	84%	0%	?	?	0%
CCOC(=O)Cc1csc(NC(=O)CS(=O)(=O)Cc2ccccc2)n1	0%	26%	-2%	-2%	-1%	3%	3%	4%	-2%	-5%
CCC(=O)Nc1cccc(NC(=S)NC(=O)c2ccccc2)c1	2.8µM*	4%	16%	-2%	15µM*	88%	0%	?	?	-7%
CCCc1cc2c(=O)c(-c3ccc4c(c3)OCCO4)c(C)oc2cc1OS(C)(=O)=O	-1%	-9%	-9%	-27%	-7%	-62%	nt	0%	2%	3%
CN(C)c1ccnc2sc(C(=O)NCc3ccccc3)c(N)c12	14%	?	?	21%	?	?	-23%	-22%	15%	?
CC(C)N(C(=S)NCc1ccccc1)c1ccccc1	0%	7.9µM*	-1%	?	-6%	-10%	-5%	1%	11%	-7%

Compounds were not picked by outcome. About 13% of those tested had a hit in this group.
